From PubChem
Vif-APOBEC3F blk: inhibitors of Vif-A3F interaction; HeLa A3F-eYFP + Vif (tagged APOBEC3F with the HIV-1 protein that degrades it), YFP fluorescence increase; Potency, µM (highest dose often 46.1 µM), inactives show at the highest dose activity, negative = active; 0.2% of 390,000 active; note: potency is the fitted concentration of half-maximal effect; % of control where 0% means no effect; nearly all actives have a fitted effect of over 65% in size
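HeLa cells stably expressing Vif plus C-terminally eYFP-tagged A3F were seeded, incubated overnight at 37 deg C, dosed with compound, incubated overnight again at 37 deg C. Yellow fluorescence (Ex 488/Em 500-530) reported blocked Vif-mediated A3F-eYFP degradation.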
Vif-APOBEC3G blk: blocks the Vif interaction with human APOBEC3G; Q9HC16; HeLa A3G-eYFP + Vif (tagged APOBEC3G with the HIV-1 protein that degrades it), YFP fluorescence, overnight; Potency, µM (top dose mostly 46.1 µM), inactives show top-dose activity, negative = active, most hits filed as inhibitors; 0.076% of 410,000 active; AID 602310;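 note: potency is the fitted concentration of half-maximal effect; % is set by controls: 0 for no effect and ±100 for the full control effect; nearly all actives have a fitted effect of over 60% in size; hits raise eYFP signal because A3G escapes Vif-driven loss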
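HeLa cells stably expressing Vif and C-terminally eYFP-tagged A3G, seeded overnight at 37 deg C, then exposed to compound by pintool overnight at 37 deg C. Rise in yellow fluorescence (Ex 488/Em 500-530, Acumen) marks blocked Vif-driven A3G degradation.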
RXFP1 antag: antagonists of human relaxin receptor RXFP1; Q9HBX9; activity change, negative = inhibition, % at 57.5 µM; HEK293-RXFP1, relaxin-stimulated cAMP HTRF, 30 min; stronger effect = lower value; AID 1259400; 0.59% of 350,000 active;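 active = activity change of -60% or lower, but not beyond a set lower limit; inconclusive = change between -60% and -40%, or beyond the set limit; inactive = change above -40%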; note: % is set by controls: 0 for no effect and ±100 for the full control effect
Glioma ERSR ind: inducers of ER stress response in human glioma cells | U87-MG GRP78 promoter luciferase reporter, 16 h | Potency, µM, for inactives: top-dose activation, usual class: activators | 0.02% of 420,000 active; note: potency is the fitted concentration of half-maximal effect; series mostly up to about 76 µM; % of control where 0% means no effect; nearly all actives have a fitted effect of over 35% in size
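Stably transfected U87-MG human glioma cells carrying a GRP78-based luminescent sensor were seeded at 1000 cells/well, pin-dosed with compounds and incubated 16 h. Luciferase reagent was then added, and end-point luminescence was read after 10 min at room temperature.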
D1 potentiator: human D1 dopamine receptor positive modulation; potentiation, % at 10 µM; HEK293 TREx D1 cells, calcium flux, dopamine EC20 potentiation; AID 504651; P21728; 0.036% of 360,000 active; in the data active = potentiation above about 30%; note: 0% is about no effect
Target sequence (P21728 whole entry, looked up): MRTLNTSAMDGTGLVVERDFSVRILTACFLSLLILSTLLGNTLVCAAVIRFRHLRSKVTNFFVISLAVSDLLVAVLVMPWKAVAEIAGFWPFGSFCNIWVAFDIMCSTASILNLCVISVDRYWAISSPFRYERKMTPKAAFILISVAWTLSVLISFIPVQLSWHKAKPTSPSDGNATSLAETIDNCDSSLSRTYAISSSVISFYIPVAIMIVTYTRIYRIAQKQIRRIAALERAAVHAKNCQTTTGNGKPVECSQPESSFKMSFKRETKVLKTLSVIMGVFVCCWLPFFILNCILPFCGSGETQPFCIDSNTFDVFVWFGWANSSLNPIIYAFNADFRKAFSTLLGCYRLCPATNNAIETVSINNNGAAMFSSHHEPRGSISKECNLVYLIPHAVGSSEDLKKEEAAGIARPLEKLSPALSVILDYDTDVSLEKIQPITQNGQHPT
D2 PAM: positive allosteric modulators of human D2 dopamine receptor | P14416 | HEK293 T-REx D2, calcium flux, EC20 dopamine potentiation | potentiation, % at 10 µM | 0.34% of 340,000 active | AID 485347;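 active = potentiation over 3 SD above the plate norm, cut at about 30% in these data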; note: 0% is about no effect
Target sequence (P14416 whole entry, looked up): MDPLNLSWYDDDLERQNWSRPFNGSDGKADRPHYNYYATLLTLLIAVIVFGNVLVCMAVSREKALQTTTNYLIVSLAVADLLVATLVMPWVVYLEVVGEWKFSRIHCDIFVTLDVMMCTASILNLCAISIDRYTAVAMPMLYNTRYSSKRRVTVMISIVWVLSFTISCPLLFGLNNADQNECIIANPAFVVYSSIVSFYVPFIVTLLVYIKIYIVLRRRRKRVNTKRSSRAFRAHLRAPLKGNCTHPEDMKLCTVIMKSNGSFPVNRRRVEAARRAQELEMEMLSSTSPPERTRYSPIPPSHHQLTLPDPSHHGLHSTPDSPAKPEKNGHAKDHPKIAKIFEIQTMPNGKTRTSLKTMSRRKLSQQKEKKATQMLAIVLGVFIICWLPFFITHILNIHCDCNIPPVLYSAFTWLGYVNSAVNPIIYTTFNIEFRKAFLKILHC
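Potentiation of an EC20 dopamine calcium response is measured in a force-coupled, tetracycline-inducible Hek293 Trex D2 line. Compound-only kinetic reads over 180 s flag agonists before dopamine addition.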
D1 ag: activates the human D1 dopamine receptor; P21728; HEK293 T-REx D1 cells, calcium flux, agonist mode; activation, % at 2 µM; 1% of 360,000 active; AID 504660; in the data active = activation above about 30%; note: 0% is about no effect
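Inducible HEK293 T-REx D1 cells, force-coupled to calcium signalling, were plated at 4000 cells/well with tetracycline and held overnight at 30 C. After no-wash calcium dye loading, compound-evoked calcium rise over 180 s flagged agonists.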
D1 antagonist: antagonists of human D1 dopamine receptor | P21728 | HEK293 TREx D1 cells, calcium flux, dopamine EC80; stronger effect = lower value | activity change, negative = inhibition, % at 10 µM | 3.2% of 360,000 active | AID 504652; in the data active = activity change below about -30%; note: % is set by controls: 0 for no effect and ±100 for the full control effect
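After overnight tetracycline induction at 30 C, force-coupled D1 HEK293 cells took up a no-wash calcium dye at room temperature. Compounds were added and monitored 180 s, and the response to EC80 dopamine was then recorded.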
RXFP1 agonist: agonists of human relaxin receptor RXFP1. Q9HBX9. HEK293T-RXFP1 cAMP TR-FRET, 30 min; response scale: percent of porcine relaxin response, buffer zero. Potency, µM (series often up to 57.5 µM), for the others: at the top dose activation, actives largely listed as activators. 0.3% of 370,000 active; note: potency is the fitted concentration of half-maximal effect; % is set by controls: 0 for no effect and ±100 for the full control effect; nearly all actives have a fitted effect of over 60% in size; many of its hits are not listed in these tables
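HEK293 cells stably expressing RXFP1, treated 30 min at 37C with compounds plus PDE4 inhibitor Ro 20174; cAMP measured by HTRF TR-FRET. Normalized to buffer and 29 nM porcine relaxin; EC50 by Hill fit.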
Numbers without * were called inactive; i = inactive; ? = inconclusive; nt = no result given. Unless noted, calls come from the whole dose curve; as a rule, active = well fitted curve in the direction sought with a large enough effect; inconclusive = small, poorly fitted or top-dose-only effect, or another doubt; inactive = no such curve, though single readings can be large; an effect the other way counts as inactive or inconclusive. This is a subset; the hit share may differ from the screen's.

smiles,Vif-APOBEC3F blk,Vif-APOBEC3G blk,RXFP1 antag,Glioma ERSR ind,D1 potentiator,D2 PAM,D1 ag,D1 antagonist,RXFP1 agonist
Cc1ccc(C(=O)Nc2ccccc2SCC2CSc3nc4ccccc4c(=O)n32)cc1 (stereo not given),1%,0%,0,-1%,0,-6,3,-5,0.7%
Cc1cc2oc(C(=O)N(Cc3ccco3)Cc3ccccc3Cl)c(C)c2cc1C,9%,7%,nt,-2%,-1,11,18,11,-0.2%
O=C(CNC(=O)c1ccc(-c2ccccc2)cc1)OCc1ccc(Br)cc1,0%,-3%,-5,3%,-7,4,10,14,1.9%
O=C(Nc1cccc(C(F)(F)F)c1)c1ccco1,1%,2%,1,2%,-2,-26,-5,-15,1.1%
COc1ccc(CCN(CC(=O)NC(C)(C)C)C(=O)Cn2nnc(-c3ccc(C)o3)n2)cc1OC,3%,-1%,-5,-4%,-5,0,0,-12,1.6%
Cc1ccc(NC(=O)C2CCCN(c3ncccn3)C2)c(C)c1 (stereo not given),-3%,2%,-12,1%,nt,11,1,11,4.0%
Cc1ccc(C)c(NC(=S)c2nc3ccccc3s2)c1,9%,5%,-10,4%,3,-1,5,22,-0.1%
O=C(/C=C/c1cccc([N+](=O)[O-])c1)N1CCN(c2ccccc2F)CC1,4%,0%,-7,-4%,-8,10,0,-58*,0.9%
CCNS(=O)(=O)c1ccc(OC)c(C)c1,-4%,-1%,-6,-4%,-6,-8,1,-11,0.1%
COC(=O)c1ccc(NC(=O)c2ccc3nc(C)sc3c2)cc1,11%,5%,-2,-1%,-6,-8,7,-2,?
COCCCNC(=O)/C(C#N)=C/c1cc(C)[nH]c1C,-6%,-10%,-9,4%,-3,6,2,4,1.7%
Cc1cc(C)cc(-n2ccnc2SCC(=O)Nc2nc3ccc(C)cc3s2)c1,-3%,-7%,nt,-6%,0,-9,1,17,0.0%
COc1cccc(O)c1CN1CCCC(C(=O)c2cccc(C(F)(F)F)c2)C1 (stereo not given),-7%,12%,-21,-5%,-7,-23,3,2,-0.4%
COc1ccc(S(=O)(=O)NCC(c2cccnc2)N2CCN(Cc3ccccc3)CC2)cc1 (stereo not given),-6%,1%,-2,-7%,0,-6,1,-2,1.3%
Cc1cccc(NS(=O)(=O)c2cc3c4c(c2)CCC(=O)N4CCC3)c1,-17%,0%,1,-4%,0,-5,4,-12,0.1%
CC(C)OC(=O)c1c(N)n(CCCN2CCOCC2)c2nc3ccccc3nc12,1%,4%,5,7%,12,9,9,-7,1.1%
N#C/C(=C/c1ccc(-c2cc([N+](=O)[O-])ccc2Cl)o1)C(N)=O,-8%,2%,-3,-3%,-5,-1,0,4,1.6%
COc1ccc(N(C(C)=O)c2nc(C)cc(C)c2C#N)c(OC)c1,0%,-1%,13,-3%,4,2,2,6,-0.1%
O=C(COc1ccc(F)cc1)Nc1ccc(C(=O)OCc2cc(=O)n3nc(C4CC4)sc3n2)cc1,0%,-2%,-9,-2%,0,2,0,5,4.2%
CCCCOc1ccc(C(=O)Nc2ccc(C)cc2[N+](=O)[O-])cc1,-15%,0%,-17,6%,7,12,-1,-3,3.9%
O=C(Nc1ccc(Cl)cc1)C1CC2CCCC(C1)C2=O (stereo not given),1%,0%,-5,-2%,-5,-5,1,-8,0.1%
O=C(CCS(=O)(=O)Cc1ccccc1)NCC1CCCO1 (stereo not given),-14%,-3%,9,-4%,0,-2,1,11,1.0%
O=C(CSc1nnc(-c2ccc(S(=O)(=O)N3CCCC3)cc2)o1)NCc1ccccc1,6%,?,-8,-2%,-1,-1,5,0,-0.2%
COc1ccc(S(=O)(=O)N2CCOCC2)cc1NC(=O)C1CC1,0%,-2%,-10,-2%,nt,nt,nt,nt,nt
CCOc1ccccc1OCC(=O)OCc1csc(CC(=O)Nc2ccccc2C)n1,1%,-2%,-3,-3%,-3,-1,0,2,-0.1%
CCc1nc(C)cc2c1sc1ccccc12,i,-1%,-27,7%,-1,4,2,-4,0.2%
COc1ccc(OC)c(S(=O)(=O)N2CCC(C(=O)Nc3ccccc3)CC2)c1,0%,2%,-22,-4%,2,7,0,-2,-0.1%
S=C(NC1CC1)SCc1ccco1,?,-1%,-4,-3%,-8,-1,3,-17,2.6%
Cc1oc(-c2cc(F)ccc2F)nc1CN1CCN(c2ncnc3ccccc23)CC1,0%,-7%,-11,-3%,3,-15,1,-2,0.0%
CS(=O)(=O)N1CCN(c2ccc(NC(=S)NC(=O)c3ccccc3[N+](=O)[O-])cc2)CC1,10%,14%,14,0%,-7,-14,2,-7,1.6%
Cc1ccc(C2C(C(=O)c3cc4ccccc4o3)=C(O)C(=O)N2CCN2CCOCC2)o1 (stereo not given),nt,0%,-8,3%,-4,2,3,-5,7.5%
Cc1cc(=O)n(C(C)c2ccccc2)n1C(C)c1ccccc1 (stereo not given),0%,0%,-6,-3%,nt,nt,nt,nt,nt
CC(C)NC(=O)C1CCC(Cn2c(=O)c3sccc3n(Cc3ccc(F)cc3)c2=O)CC1 (stereo not given),-5%,6%,1,-3%,-4,9,1,1,?
CCOC(=O)C(C)n1cnc2c(nnn2-c2ccc(C)cc2)c1=O (stereo not given),-3%,-2%,-2,8%,-5,-5,4,-4,1.0%
CCOC(=O)c1c(NC(=O)c2cccs2)sc(C)c1CC,-4%,-2%,7,-2%,0,-2,5,5,5.3%
CCOC(=O)c1cnc(N2CCN(c3ccc(C)cc3C)CC2)c2ccccc12,0%,2%,-6,-1%,-2,18,1,11,0.0%
COCC(=O)N1c2nc(-c3ccco3)nn2C2(CCCCC2)[C@@H]2CCCC[C@@H]21,-4%,0%,-9,0%,0,23,-1,0,0.0%
O=C1c2ccccc2CC1Sc1nnc(-c2ccncc2)o1 (stereo not given),-7%,0%,7,-4%,-5,27,3,-14,6.9%
Cc1ccc(OCCSc2nc3ccc(NC(=O)c4ccc(F)cc4)cc3s2)cc1,1%,4%,nt,-1%,4,12,2,1,19%
Cc1cc(OC(C)C(=O)NCc2cccnc2)c2c(C)c(C)c(=O)oc2c1 (stereo not given),2%,-1%,8,-4%,-11,-10,2,-16,-2.7%
COc1ccc(S(=O)(=O)N2CCN(c3ccccn3)CC2)c(OC)c1,2%,-2%,0,-3%,-2,0,4,5,1.8%
COc1cc2c(cc1OC)C(NC(=O)c1ccc(C)cc1)CC2=O (stereo not given),2%,1%,-6,-3%,-5,-4,6,-8,3.2%
COc1ccc(C(=O)COC(=O)c2ccccc2O)c(OC)c1,-8%,0%,-9,9%,nt,11,9,7,1.2%
COc1ccc(C2=NOC(Cn3nc(C(=O)NCc4cccc(C(F)(F)F)c4)cc3-c3ccccc3)C2)cc1 (stereo not given),0%,-1%,nt,3%,-6,12,7,6,-0.9%
COCc1nnc(NC(=O)c2ccc(Cl)cc2[N+](=O)[O-])s1,-12%,-1%,3,-1%,13,6,1,4,2.3%
Cc1nc(CS(=O)c2ccccc2)cc(N2CCOCC2)n1 (stereo not given),-3%,-6%,-3,-2%,-3,-1,1,6,2.6%
Cc1ccc(C(=O)c2cn(Cc3ccccc3)c3cc4c(cc3c2=O)OCCO4)cc1,3%,-16%,nt,5%,-3,0,7,6,4.2%
Cc1cccc(Nc2nnc(SCC(=O)c3c(N)n(C4CC4)c(=O)[nH]c3=O)s2)c1C,7%,-1%,-8,-1%,nt,0,6,-4,0.4%
c1ccc2c(c1)C(=Nn1cnnc1)c1ccccc1-2,1%,1%,5,3%,1,3,0,8,0.0%
Cc1ccc(C(C(=O)NCC2CCCO2)N(C(=O)c2snc(C(N)=O)c2N)c2ccc(F)cc2)o1 (stereo not given),-9%,-1%,?,0%,-2,-9,3,-2,0.4%
O=C(O)c1cccnc1SCc1cn2cc(Cl)ccc2n1,3%,3%,6,-3%,0,-8,3,2,3.3%
O=C(NNC(=O)c1cc(-c2ccncc2)nc2ccccc12)c1ccccc1O,7%,-3%,-9,-2%,2,-5,2,-8,0.1%

Grouped by structure, the entries above with two or more sulfur atoms (9)
smiles,Vif-APOBEC3F blk,Vif-APOBEC3G blk,RXFP1 antag,Glioma ERSR ind,D1 potentiator,D2 PAM,D1 ag,D1 antagonist,RXFP1 agonist
Cc1ccc(C(=O)Nc2ccccc2SCC2CSc3nc4ccccc4c(=O)n32)cc1 (stereo not given),1%,0%,0,-1%,0,-6,3,-5,0.7%
Cc1ccc(C)c(NC(=S)c2nc3ccccc3s2)c1,9%,5%,-10,4%,3,-1,5,22,-0.1%
Cc1cc(C)cc(-n2ccnc2SCC(=O)Nc2nc3ccc(C)cc3s2)c1,-3%,-7%,nt,-6%,0,-9,1,17,0.0%
O=C(CSc1nnc(-c2ccc(S(=O)(=O)N3CCCC3)cc2)o1)NCc1ccccc1,6%,?,-8,-2%,-1,-1,5,0,-0.2%
S=C(NC1CC1)SCc1ccco1,?,-1%,-4,-3%,-8,-1,3,-17,2.6%
CS(=O)(=O)N1CCN(c2ccc(NC(=S)NC(=O)c3ccccc3[N+](=O)[O-])cc2)CC1,10%,14%,14,0%,-7,-14,2,-7,1.6%
CCOC(=O)c1c(NC(=O)c2cccs2)sc(C)c1CC,-4%,-2%,7,-2%,0,-2,5,5,5.3%
Cc1ccc(OCCSc2nc3ccc(NC(=O)c4ccc(F)cc4)cc3s2)cc1,1%,4%,nt,-1%,4,12,2,1,19%
Cc1cccc(Nc2nnc(SCC(=O)c3c(N)n(C4CC4)c(=O)[nH]c3=O)s2)c1C,7%,-1%,-8,-1%,nt,0,6,-4,0.4%
